# Compound activity: PubChem, several laboratories
# IDE cell activ: boosts human insulin-degrading enzyme activity in HEK cells; 340,000 compounds, 0.073% hits; activation, % at 5.96 µM; FAbeta-B cleavage, fluorescence polarization; 0% vehicle, 100% cell-free pure enzyme wells; AID 493087;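 active means activation above the mean of all tested compounds plus 3 SD, set per screening campaign, cut at about 17% in these data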
# MEKK3 PB1 HTS: MEKK3-MEK5 PB1 interaction, increase or decrease | 290,000 compounds, 1.4% hits | bead-based flow cytometry, Alexa488-MEK5 binding to MEKK3; actives lie on both sides; 0 = blocked by unlabeled MEK5, 100 = vehicle | Q99759 | binding response (% of control), % at 10 µM;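 active means binding response more than 3 SD above or below the average of its plate-row segment, actives on both sides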;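 further: Alexa488 bead fluorescence after subtracting the streptavidin-only scavenger bead signal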
# Target sequence (Q99759 whole entry, looked up): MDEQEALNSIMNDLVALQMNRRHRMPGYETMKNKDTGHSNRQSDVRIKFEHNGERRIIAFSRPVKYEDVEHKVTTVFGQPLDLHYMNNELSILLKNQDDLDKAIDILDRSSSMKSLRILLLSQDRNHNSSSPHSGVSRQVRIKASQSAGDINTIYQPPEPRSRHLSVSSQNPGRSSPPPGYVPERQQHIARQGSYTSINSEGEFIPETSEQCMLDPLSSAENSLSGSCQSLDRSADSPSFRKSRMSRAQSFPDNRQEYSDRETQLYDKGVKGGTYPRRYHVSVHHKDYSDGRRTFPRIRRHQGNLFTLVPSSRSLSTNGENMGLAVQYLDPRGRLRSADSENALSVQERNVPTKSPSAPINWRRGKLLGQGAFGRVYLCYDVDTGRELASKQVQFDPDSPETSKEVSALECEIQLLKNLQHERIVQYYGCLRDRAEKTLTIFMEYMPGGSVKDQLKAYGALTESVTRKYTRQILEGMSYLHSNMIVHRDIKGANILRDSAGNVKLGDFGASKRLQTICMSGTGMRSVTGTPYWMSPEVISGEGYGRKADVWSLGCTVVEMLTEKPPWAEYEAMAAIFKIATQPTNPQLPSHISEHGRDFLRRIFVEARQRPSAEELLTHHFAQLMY
# M4 PAM: potentiates acetylcholine response at human M4 receptor | P08173 | CHO-K1 hM4/Gqi5, Fluo-8 calcium fluorescence, ACh EC20; 0% = ACh EC20, 100% = maximal ACh | activation, % at 3 µM | 360,000 compounds, 0.4% hits;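 active means activation above its plate's cutoff, the mean activation of sample wells plus 3 SD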; further: some results filed as inactive read as strong as hits
# CRFBP-R2 block: antagonists of CRF-binding protein/CRF-R2 receptor complex; 350,000 compounds, 0.59% hits; AID 588475; HEK293 CRF-R2/CRF-BP, CRF-induced calcium fluorescence; inhibition, % at 11.8 µM;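 active means inhibition of the ligand-induced calcium signal above about 50% at the single tested concentration, limit read from the data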
# IDE cell inh: cellular human IDE inhibition. 320,000 compounds, 0.41% hits. inhibition, % at 5.59 µM. HEK cells, FAbetaB cleavage, fluorescence polarization. AID 434962. P14735;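 active means percent inhibition above the average of all tested compounds plus 3 SD, set per screening campaign, cut at about 16% in these data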;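 further: IDE supplied by intact live HEK cells; FP after avidin binding of uncleaved biotin substrate so inhibition keeps polarization high; 0% = DMSO wells and 100% = 60 µM reference IDE inhibitor Ii1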
# PHOSPHO1 block: inhibitors of human PHOSPHO1 phosphatase; Q8TCT1; recombinant PHOSPHO1, absorbance phosphatase assay; inhibition, % at 13.3 µM; 290,000 compounds, 1.1% hits; AID 1565; in the data active means inhibition above about 60%
# Target sequence (Q8TCT1 whole entry, looked up): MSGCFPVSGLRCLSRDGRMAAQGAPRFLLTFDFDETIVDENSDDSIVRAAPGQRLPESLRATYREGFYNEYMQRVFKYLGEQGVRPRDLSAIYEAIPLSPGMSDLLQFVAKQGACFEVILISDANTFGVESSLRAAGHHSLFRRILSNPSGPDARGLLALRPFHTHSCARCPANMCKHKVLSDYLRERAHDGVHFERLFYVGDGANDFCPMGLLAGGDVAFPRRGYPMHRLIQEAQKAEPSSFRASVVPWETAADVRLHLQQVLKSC
# CRFR2-BP ag: agonists of human CRF-binding protein/CRF-R2 receptor complex; HEK293 CRF-R2/CRF-BP, calcium dye fluorescence (FLIPR); percent of saturating CRF peptide response; activation, % at 13.2 µM; 350,000 compounds, 0.46% hits; AID 588473;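 active means activation of at least 50%, plus an integration ratio under a set limit after plate pattern correction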;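 further: plate controls were neutral control wells without compound for no effect and CRF at EC100 for full effect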
# GalR3 antag: antagonists of human GalR3. HEK293 GalR3-CNG cAMP membrane potential fluorescence; galR3 body fused to GalR1 C-terminus. inhibition, % at 3 µM. 360,000 compounds, 0.44% hits. AID 651719;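 active means inhibition above the screen-wide average plus 3 SD, cut at about 13% in these data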;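 further: forskolin and galanin both at EC90 stimulate the cells; cAMP rise reported by CNG channel membrane potential dye signal; 0% = forskolin plus galanin with DMSO and 100% = forskolin alone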
# pCIP destab: lowers stability of the mouse p/CIP coactivator protein. F442A p/CIP-EGFP cells, EGFP fluorescence, 16 h. decrease of EGFP signal, % at 10 µM. 290,000 compounds, 0.01% hits;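 active means EGFP signal decrease of at least 30% at 10 µM or well 3 SD below plate mean, unless failing retest; inactive means the rest, including hits failing retest or dose response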; further: some compounds called inactive have numbers as strong as hits; many of its hits are not listed in these tables
# Active calls of the source: *; · = not tested or not shown; & = joins results of further samples. This is a random part of the collection, and some 4.2% of all compounds hit somewhere here.
SMILES,IDE cell activ,MEKK3 PB1 HTS,M4 PAM,CRFBP-R2 block,IDE cell inh,PHOSPHO1 block,CRFR2-BP ag,GalR3 antag,pCIP destab
Cc1ccc(C(=O)O)cc1-c1ccc(/C=C2/NC(=O)N(c3ccccc3)C2=O)o1,1,96,9,-14,-5,38,0.9,-5,-20
CC(C)CN1CCN(Cc2cc3ccccc3[nH]2)CC1CCO (stereo unspecified),-2,95,-4,6,5,-1,3.1,-9,-12
c1ccc2c(c1)oc1c(NCc3ccc4c(c3)OCO4)ncnc12,-1,104,-11,8,8,1,-0.6,·,4
COc1ccc(CCC(C)NCc2ccc(Cl)c(Cl)c2)cc1 (stereo unspecified),4,103,-5,-24,6,·,2.3,-4,-4
O=C(COC(=O)C12CC3CC(CC(C3)C1)C2)NCCCc1ccccc1,0,98,1,-30,4,-4,-0.6,0,-10
FC(F)(F)c1cccc(Cn2nnnc2-c2ccc(Cl)cc2)c1,-2,107,-6,31,4,10,-2.8,-10,-25
COc1cc(C)nc(Oc2ccc(=O)n(C)n2)n1,-5,93,9,-4,·,20,5.9,-5,-13
COc1ccc(/C=C2/C(=N)N3N=C(CC(=O)N4CCCC4)SC3=NC2=O)cc1,6,101,-1,-8,-3,7,-1.0,-9,-13
O=C(Nc1ccc2c(c1)OCO2)c1cccc(F)c1,4,103,1,9,-3,-50,0.7,-7,-2
Cc1cc(=O)[nH]c(Cc2ccc(OC(C)C)cc2)n1,2,104,-3,6,-2,1,-1.1,-7,6
Cc1ccc2oc(-c3ccc(C)c(NC(=S)NC(=O)c4cccs4)c3)nc2c1,0,92,-3,12,0,-4,1.8,-2,0
O=C(c1ccc(S(=O)(=O)N2CCCC2)cc1)N1CCN(S(=O)(=O)c2cccc(F)c2)CC1,4,94,2,-2,·,27,-0.9,-7,8
C=C(C)C(=O)Nc1cccc(C2=NOC3(C2)C[C@@H](C(N)=O)N(C(=O)/C(C)=C/C)C3)c1 (stereo partly specified),-3,91,13,0,0,26,-1.7,-1,-4
CCOC(=O)CSc1nc2c(c(=O)[nH]c(=O)n2C)n1CCc1ccccc1,-1,94,5,-12,0,-14,0.9,2,-7
c1ccc2c(c1)-c1nc3ccccc3cc1C2N1CCOCC1 (stereo unspecified),1,·,-7,-1,·,·,-1.8,-2,·
CCCn1c(C)cc(C(=O)CSc2nc3ccccc3c(=O)n2Cc2ccco2)c1C,-5,97,-12,26,5,-3,-1.3,-1,5
Cc1ccc(SCC(=O)Nc2nncs2)cc1,·,·,0,6,9,·,-0.7,1,·
CCN1C(=O)/C(=C\N2CCN(c3ccc(F)cc3)CC2)SC1=S,2,107,-1,-7,-1,28,1.1,-7,-9
Cn1c(SCC(=O)Nc2nc3ccccc3s2)nnc1-c1ccccc1,-4,·,-1,11,4,27,0.9,-5,21
CN(C)CCCNC(=O)/C(=C\C=C\c1ccccc1)NC(=O)c1ccc([N+](=O)[O-])cc1,2,105,-5,-1,1,40,-0.8,-3,-11
Cc1ccc(S(=O)(=O)N2CCN(C(=O)CN3CCCCC3)C2C(C)C)cc1 (stereo unspecified),7,99,-3,40,1,-1,-1.0,·,-9
CCOC(=O)Cn1nc(C)c(NC(=O)COc2cccc(Cl)c2)c1C,3,132*,-4,-2,-8,36,0.3,21*,-3
O=S(=O)(c1ccc(S(=O)(=O)N(Cc2ccccc2)Cc2ccco2)cc1)N1CCCC1,5,99,8,1,5,·,21,-2,·
C/C(=N\NC(=O)c1ccc(C)cc1C)c1ccc2c(c1)Nc1ccccc1S2,-9,101,6,-48,2,12,5.4,-6,0
O=C(CCCc1ccccc1)Nc1nnc(C(F)(F)F)s1,2,99,-2,-33,-1,34,5.6,-2,-8

# Fetched by structure from above, 4 records:
SMILES,IDE cell activ,MEKK3 PB1 HTS,M4 PAM,CRFBP-R2 block,IDE cell inh,PHOSPHO1 block,CRFR2-BP ag,GalR3 antag,pCIP destab
Cc1ccc(SCC(=O)Nc2nncs2)cc1,·,·,0,6,9,·,-0.7,1,·
c1ccc2c(c1)oc1c(NCc3ccc4c(c3)OCO4)ncnc12,-1,104,-11,8,8,1,-0.6,·,4
COc1ccc(/C=C2/C(=N)N3N=C(CC(=O)N4CCCC4)SC3=NC2=O)cc1,6,101,-1,-8,-3,7,-1.0,-9,-13
Cn1c(SCC(=O)Nc2nc3ccccc3s2)nnc1-c1ccccc1,-4,·,-1,11,4,27,0.9,-5,21

# Continuation.
SMILES,IDE cell activ,MEKK3 PB1 HTS,M4 PAM,CRFBP-R2 block,IDE cell inh,PHOSPHO1 block,CRFR2-BP ag,GalR3 antag,pCIP destab
O=C1C(=O)N(c2nccs2)C(c2ccccc2)/C1=C(\O)c1ccc2c(c1)OCCO2 (stereo unspecified),2,97,-6,·,-3,17,·,·,-55
CCOC(=O)CSc1nn(-c2ccccc2)c(=S)s1,6,101,2,-5,0,6,2.2,-1,18
CC(Sc1ccccc1)C(=O)Nc1ccc(S(=O)(=O)N2CCOCC2)cc1 (stereo unspecified),3,97,-5,-5,7,-1,14,4,-4
CCOC(=O)c1c(C)[nH]c(C(=O)OCc2csc(CC(=O)Nc3ccccc3C)n2)c1C,-3,·,3,6,8,·,-1.0,-6,·
Cc1ccc[n+](C(C)C(=O)Nc2ccc(C)c([N+](=O)[O-])c2)c1 (stereo unspecified),5,97,-8,2,10,15,-1.6,-4,-1
CC(C)n1cc(/C=N/NC(=O)COc2cccc3cccnc23)c2ccccc21,7,98,-12,-39,-1,-6,-0.8,3,5
C=CCn1c(SCC(=O)Nc2ccc(OC)cc2)nc2ccccc2c1=O,0,107,0,33,11,29,0.0,-10,-5
Cc1ccc(S(=O)(=O)N2CCOCC2)cc1NC(=O)c1cc2ccccc2oc1=O,10,·,6,-6,0,·,-0.8,2,·
CCOC(=O)Cn1cnc2c(cnn2-c2ccccc2)c1=O,0,103,-4,4,-1,11,-0.1,-2,3
CCCCNC(=O)/C=C/c1ccc(OC)c(Br)c1,5,103,-6,37,-1,17,-0.9,-7,6
COc1ccccc1NS(=O)(=O)c1cccc(NC(=O)Nc2ccc(Cl)cc2)c1,1,106,-16,-10,3,8,0.1,-5,-2
O=C(O)c1cccc(-n2cccc2/C=C2/NC(=O)N(Cc3ccccc3F)C2=O)c1,6,116,3,5,1,16,-4.7,0,-37
c1ccc(-n2cnc3ccccc32)cc1,3,97,-4,6,-2,-26,-1.0,0,-6
COc1ccc(OC)c(-n2c(-c3ccn[nH]3)n[nH]c2=S)c1,3,98,2,0,3,17,0.5,-6,-6
CCOc1ccccc1CN1CCN(Cc2cc3ccccc3[nH]2)CC1CCO (stereo unspecified),5,104,-2,-18,1,53,11,-4,6
N#Cc1nnn(-c2ccc(Cl)cc2)c1N,4,94&86,-4,23,-2,12&37,-0.7,·,-5&12
CN(C)S(=O)(=O)Oc1ccc(Cl)cc1C(=O)Nc1cccc(C(F)(F)F)c1,-1,111,-5,18,8,-15,-2.5,-4,2
O=C(Nc1ccccc1)c1ccc(S(=O)(=O)NCC2CCCO2)cc1 (stereo unspecified),0,96,23,9,2,-2,-1.9,-8,-13
COc1ccc(OC)c(NC(=O)C2CCN(c3nc(C)cc(C)n3)CC2)c1,-5,103,0,-13,5,15,-2.3,-4,2
Cn1c(SCc2cnc(-c3ccccc3)s2)nnc1C1COc2ccccc2O1 (stereo unspecified),7,104,2,5,3,20,0.3,1,1
COc1ccc(NC2=C(NCCO)C(=O)c3ccccc3C2=O)cc1,2,110,-1,2,1,7,-2.0,-6,-6
C=CCOc1ccc(/C=N/NC(=O)C(=O)N2CCCCCC2)cc1OC,5,101,2,-2,3,36,1.5,-8,6
Cc1cc(C)n(CC(=O)N2CCCC(C(=O)c3cccc(OC(C)C)c3)C2)n1 (stereo unspecified),1,102,-3,19,2,52,1.1,-4,2
COc1ccc(Nc2ncnc3c2cnn3Cc2ccc(C)cc2)cc1,-3,101,-8,9,-1,0,-0.2,4,-3
Cc1cc(N(C)C)nc(Nc2ccccc2)n1,3,·,-3,6,-1,·,-0.9,-6,·
# Other records
SMILES,IDE cell activ,MEKK3 PB1 HTS,M4 PAM,CRFBP-R2 block,IDE cell inh,PHOSPHO1 block,CRFR2-BP ag,GalR3 antag,pCIP destab
Cc1cc(C)c(C)c(S(=O)(=O)NCc2ccc(C(=O)NCC3CCCO3)cc2)c1C (stereo unspecified),9,106,10,22,2,33,4.3,-4,12
O=C1C[C@@H]2c3c(cccc3CN1Cc1ccccc1Cl)C[C@@H](O)[C@H]2O,1,·,10,-6,·,·,0.6,-3,·
Cn1c(=O)[nH]c2cc3ccccc3cc21,6,104,2,8,8,0,-1.3,4,8
COC(=O)C1=C(C)NC(C)=C(C(=O)OC)C1C(=O)OC1CCCCC1=O (stereo unspecified),2&0,103,-3&9,13&0,8,40,0.1&1.5,-2&-3,7
O=C(O)CNC(=S)N(Cc1ccccc1F)C1CCCCC1,2,87,-3,19,2,30,-1.7,2,16
CCCn1c(N)c(N(CCOC)C(=O)CSc2cc(C)c3cccc(C)c3n2)c(=O)[nH]c1=O,1,·,5,4,-2,·,-0.4,-4,·
C(=C\c1ccco1)/C1=NN(c2ccccc2)C(c2ccco2)C1 (stereo unspecified),-3,129*,-6,-99,4,-15,46,·,-13
C[C@@H]1CN([C@H](C)CO)C(=O)CCCn2nncc2CO[C@@H]1CN(C)C(=O)NC1CCCCC1,·,·,2,-6,·,·,-0.9,-5,·
COCCN1C(=O)N[C@@H](c2ccco2)C(C(=O)OC)=C1C,3,98,9,-10,3,·,-0.7,-4,·
CCN(Cc1ccccc1)C(c1ccc(Cl)cc1)c1nnnn1C(C)(C)C (stereo unspecified),1,100,4,23,3,16,7.8,-5,-1
O=C(Nc1cc(Cl)ccc1Oc1ccccc1)c1cnccn1,5,110,9,2,1,4,2.6,-2,-8
COCc1cc(Sc2cccc(Cl)c2Cl)nc(-c2ccccc2)n1,1,103,3,10,0,18,1.1,-3,-3
COc1cc2c(cc1OC)C(c1cc(OC)c(OC)c(OC)c1)NCC2 (stereo unspecified),0,90,11,-10,6,-6,-0.3,-6,4
COc1ccc(C(=O)NCCN2CCOCC2)cc1OC,1,98,5,3,2,-11,1.3,-4,-1
CCN(CC)C(=O)C1CCN(Cc2ccc(OCc3ccccc3)cc2)CC1,3,100,-12,3,0,25,-0.5,-10,-7
O=C(N/C(=C\c1ccc(Br)cc1)C(=O)N1CCOCC1)c1ccccc1Cl,2,105,-2,-26,-1,19,-0.9,0,-16
ClC1CCCCC1n1nnc2ccccc21 (stereo unspecified),3,·,-6,-2,-1,·,0.2,4,·
COC(=O)c1cccc(N(C(=O)CNC(=O)c2cccs2)C(C(=O)NCC2CCCO2)c2ccc(OC)c(OC)c2)c1 (stereo unspecified),-2,100,4,4,-1,28,-0.3,0,-11
Cc1cccc(OS(=O)(=O)NC(=O)OCC2CCCN3CCCCC23)c1 (stereo unspecified),9,101,-1,10,2,9,-2.0,-6,10
O=C(O)c1ccccc1Sc1c([N+](=O)[O-])cc(C(F)(F)F)cc1[N+](=O)[O-],3,99,-6,18,5,-27,-0.2,-4,-2
COc1ccc(NC(=O)C2CCCN(S(C)(=O)=O)C2)cc1Cl (stereo unspecified),-2,97,-4,9,-1,·,0.2,-5,0
Cc1cc(NC(=O)CCC(=O)N(CC(=O)NCC2CCCO2)c2ccc(F)c(Cl)c2)no1 (stereo unspecified),4,101,6,-10,3,24,0.2,12,10
CC(=N)C1=C(O)CC(c2ccccc2)CC1=O (stereo unspecified),-5,102,7,1,-1,32,-0.7,-2,6
